# Screening data from PubChem BioAssay.
# VHR inh abs: VHR1 phosphatase inhibitors, primary screen, biochemical, absorbance, uHTS. Dual specificity protein phosphatase 3 (Homo sapiens), P51452. recombinant VHR phosphatase, pNPP absorbance. inhibition, % at 13.3 µM. actives 0.52% (n = 290,000). AID 1654, 2009; in the data active means inhibition above about 50%; further: some compounds called inactive have numbers as strong as hits
# CCHF vOTU inh: CCHFV vOTU protease inhibitors, primary screen, biochemical, Pep-AMC substrate, fluorescence. Crimean-Congo hemorrhagic fever virus L polyprotein viral ovarian tumor (vOTU) protease …. actives 0.55% (n = 370,000). inhibition, % at 11.5 µM; further: 0% = vehicle wells with enzyme and 100% = no enzyme wells
# MazF activator: activators of E. coli MazEF toxin-antitoxin RNase, primary screen, biochemical, fluorescence, uHTS; activation, % at 20 µM; actives 0.32% (n = 350,000); FAM/BHQ RNA-DNA oligo cleavage fluorescence, 5 h; AID 504720, 2011; in the data active means activation above about 50%
# Target sequence (P0AE70 whole entry, looked up): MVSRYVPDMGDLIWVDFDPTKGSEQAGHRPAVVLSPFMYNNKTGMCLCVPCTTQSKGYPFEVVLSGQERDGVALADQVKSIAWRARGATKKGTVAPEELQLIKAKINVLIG
# GDH-TPI counter: GDH-TPI coupling enzyme inhibitors, primary screen, artefact control for M. tuberculosis FBA inhibitor project, biochemical, absorbance, full deck. actives 1.2% (n = 360,000). inhibition, % at 4.8 µM. GDH-TPI coupled enzyme counterscreen, NADH absorbance;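 further: 0% = DMSO wells and 100% = wells lacking the enzyme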
# FBA Mtb inh: Mtb FBA enzyme inhibitors, primary screen, biochemical, fluorescence, strain H37Rv; Fructose-bisphosphate aldolase (Mycobacterium tuberculosis (strain ATCC 25618 / H37Rv)), …; purified M. tuberculosis FBA, fluorescence read-out; inhibition, % at 1 µM; actives 2.3% (n = 360,000); AID 588726, 2011; in the data active means inhibition above about 27%;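 further: 0% = vehicle and 100% = reference inhibitor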
# Target sequence (P9WQA3 whole entry, looked up): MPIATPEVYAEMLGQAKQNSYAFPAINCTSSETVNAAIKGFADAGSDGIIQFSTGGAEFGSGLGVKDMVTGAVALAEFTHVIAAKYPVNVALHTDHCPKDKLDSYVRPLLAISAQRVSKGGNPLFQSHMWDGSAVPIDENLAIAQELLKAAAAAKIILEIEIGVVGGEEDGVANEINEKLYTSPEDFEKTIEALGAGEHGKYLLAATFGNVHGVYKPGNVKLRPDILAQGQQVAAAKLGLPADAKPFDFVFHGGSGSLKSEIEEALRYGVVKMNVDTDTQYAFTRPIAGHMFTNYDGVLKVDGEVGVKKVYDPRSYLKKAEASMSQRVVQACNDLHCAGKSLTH
# FadD28 binding: inhibitors of FadD28 bisubstrate probe binding, primary screen, biochemical, fluorescence polarization, single point | Mycobacterium tuberculosis FadD28 fatty-acid-AMP ligase | inhibition, % at 12.5 µM | actives 0.22% (n = 360,000); in the data active means inhibition above about 8.5%, passing the limit was not always enough; inconclusive means no clear call, values can overlap the other calls
# BoNT F protease: BoNT/F light chain protease inhibitors, primary screen, biochemical, flow cytometry, MLPCN library; actives 0.22% (n = 360,000); inhibition, % at 10 µM; Botulinum neurotoxin type F light chain protease (Clostridium botulinum); Multiplex microsphere protease cleavage assay; AID 588497, 2011; in the data active means inhibition above about 35%, passing the limit was not always enough; inconclusive means no clear call, values can overlap the other calls; further: plate controls were buffer without enzyme for full effect and enzyme alone for no effect
# BioA inh: M. tuberculosis BioA enzyme inhibitors, primary screen, biochemical, plate reader, single point, HTS | 7,8-diaminopelargonic acid synthase BioA (Mycobacterium tuberculosis) | purified M. tuberculosis BioA enzyme | inhibition, % at 9.99 µM | actives 0.096% (n = 360,000) | AID 602481, 2012; in the data active means inhibition above about 40%; inconclusive means no clear call, values can overlap the other calls
# Rv3671c protease: Rv3671c serine protease inhibitors, primary screen, biochemical, fluorescence polarization, M. tuberculosis H37Rv. P9WHR9. inhibition, % at 5.96 µM. actives 0.048% (n = 320,000). AID 2606, 2010; in the data active means inhibition above about 38%;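 further: extracellular domain of Rv3671c used as enzyme; 0% = enzyme with DMSO and 100% = no enzyme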
# Mtb UGM inh: M. tuberculosis UGM enzyme inhibitors, primary screen, biochemical, fluorescence polarization, single point; UDP-galactopyranose mutase (Mycobacterium tuberculosis (strain ATCC 25618 / H37Rv)), …; purified UGM, fluorescence polarization probe displacement; inhibition, % at 10 µM; actives 0.06% (n = 320,000); AID 504406, 2011; in the data active means inhibition above about 10%, passing the limit was not always enough; inconclusive means no clear call, values can overlap the other calls
# Target sequence (P9WIQ1 whole entry, looked up): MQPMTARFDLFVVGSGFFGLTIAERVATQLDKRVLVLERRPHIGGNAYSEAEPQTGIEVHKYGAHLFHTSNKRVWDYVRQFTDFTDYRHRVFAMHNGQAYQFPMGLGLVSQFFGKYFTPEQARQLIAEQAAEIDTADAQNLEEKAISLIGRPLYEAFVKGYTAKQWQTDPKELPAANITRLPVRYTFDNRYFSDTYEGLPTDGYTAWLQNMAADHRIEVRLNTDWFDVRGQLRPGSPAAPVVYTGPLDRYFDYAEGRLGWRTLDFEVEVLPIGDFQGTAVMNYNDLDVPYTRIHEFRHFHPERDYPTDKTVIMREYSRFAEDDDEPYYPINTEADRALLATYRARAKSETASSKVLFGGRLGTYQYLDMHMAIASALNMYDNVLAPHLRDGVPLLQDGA
# The depositor's hits bear a star; ? = inconclusive; nt = no result given. Unless noted, no stated cut-off is given here; in the data, active means inhibition above about 30%; inactive means the rest.
Compound,VHR inh abs,CCHF vOTU inh,MazF activator,GDH-TPI counter,FBA Mtb inh,FadD28 binding,BoNT F protease,BioA inh,Rv3671c protease,Mtb UGM inh
Cc1cc(OCC(=O)NCCCn2ccnc2)c2c(C)cc(=O)oc2c1,8,-10,9,10,78*,-3.1,3,-0.3,-2,1.5
CC1=C(C(=O)NCc2ccccc2)C(c2ccccc2OCC(N)=O)NC(=O)N1 (centres undefined),-13,14,4,-5,-2,-3.6,0,-1.0,-4,-1.3
Cc1oc2cc(O)ccc2c(=O)c1Oc1ccc2ccccc2c1,-1,-77,1,4,111*,-3.8,0,-0.1,-13,-0.9
Cn1c(SC2C(=O)CC(C)(C)CC2=O)nnc1-c1ccco1,10,-16,-2,1,0,-2.7,-2,-2.1,-1,-0.5
O=C(c1cccc(S(=O)(=O)N2CCOCC2)c1)N(CCO)Cc1ccccc1,12,2,6,6,4,-0.5,-18,-0.6,1,6.8
CC(=NCc1ccco1)c1c(C(F)(F)F)[nH]n(-c2nc3ccccc3s2)c1=O,-11,1,2,5,4,-2.9,-1,-2.8,3,2.1
O=C(NNC(=O)c1ccc2ccccc2c1)c1cccc(F)c1,nt,-2,2,-9,-3,-4.2,0,-0.1,nt,nt
NC(=O)CC(NC(=O)Cc1cccc2ccccc12)c1ccc(N2CCCCCCC2)c([N+](=O)[O-])c1 (centres undefined),13,16,0,3,-7,-1.3,-4,-0.3,2,-1.5
Cc1cccc(Oc2nc(-c3cccc([N+](=O)[O-])c3)nc3ccccc23)c1C,18,-2,10,13,7,-0.4,2,-0.6,-5,-0.4
CC1(C)C2CCC1(CS(=O)(=O)NCCc1c[nH]c3ccccc13)C(=O)C2 (centres undefined),-8,5,12,5,0,0.2,4,-0.8,-5,0.8
Cc1ccc(O)c(NC(=O)C2CCCN2C(=O)OCc2ccccc2)c1 (centres undefined),-10,1,4,6,-2,-3.0,-3,-2.5,0,-2.2
O=C(CSc1nc2ccccc2n1S(=O)(=O)c1ccccc1)N1CCCC1,14,-21,-3,3,-2,-3.9,4,nt,-3,0.0
COc1cc2nc(CN3CCOCC3)n(CC(=O)N3CCCCCC3)c(=O)c2cc1OC,-7,-10,2,13,7,-0.5,6,0.3,4,0.8
COc1cc(C(c2sc3nc(C)nn3c2O)N2CC(C)CC(C)C2)cc(OC)c1OC (centres undefined),8,-1,13,-4,-3,-3.4,-5,0.2,5,0.8
Fc1ccccc1CNCc1ccc2c(c1)OCO2,13,-14,1,-3,1,-1.4,?,-0.9,-8,0.0
CC1CCC(C(C)C)C(OC(=O)CSc2n[nH]c(=O)[nH]c2=O)C1 (centres undefined),12,9,-2,14,1,-0.8,6,0.9,12,0.6
Cc1ccnc(NS(=O)(=O)c2cc(-c3cc(C)no3)ccc2C(C)C)c1,-10,8,4,5,8,-2.4,-6,nt,-4,1.7
N#CC1C(=O)NC(=O)C(C#N)C12CCCC2 (centres undefined),nt,7,nt,nt,-2,-4.1,-4,nt,nt,nt
Cc1ccc(C(=O)c2oc3ccc(Cl)cc3c2NC(=O)CN2CCN(C)CC2)cc1,1,24,7,17,6,-5.7,7,-1.3,-1,0.8
Cc1cc(C)cc(NS(=O)(=O)c2cc3[nH]c(=O)c(=O)[nH]c3cc2C)c1,13,10,9,21,2,-7.9,-4,-0.9,0,0.5
CCCCNC(=O)C1(C)CCN1C(=O)c1ccccc1Br (centres undefined),nt,0,nt,-12,5,-4.1,-2,-0.2,nt,nt
CC(=O)Nc1ccc(NC(=O)Nc2cccc(C)c2C)cc1,15,7,-5,-2,-2,-3.3,-3,-0.9,-10,0.5
CCCN1C/C(=C/c2ccc3c(c2)OCO3)C(=O)/C(=C/c2ccc3c(c2)OCO3)C1,15,-9,-6,13,-2,-3.7,4,-1.6,5,1.5
CCOC(=O)c1cc(-c2ccccc2)sc1N,18,9,11,5,2,0.6,-4,-0.2,1,0.6
COc1ccc(-c2ccc(C(=O)NCC(C)C)c3occc23)c(C)c1,nt,16,nt,10,58*,-15,4,0.1,nt,nt
Cc1nnc(SCc2ccc(C(=O)O)cc2)s1,12,19,9,2,-4,-1.6,-2,-1.4,-7,2.1
O=C(CCN1C(=O)c2ccccc2C1=O)Nc1nc2ccccc2s1,5,0,-5,-4,0,-0.7,-2,nt,-1,3.5
O=C(Cc1csc(-c2ccccc2)n1)NCc1ccc(F)cc1,39,1,5,0,-1,-1.1,-18,1.9,2,0.5
Cc1ccc(-n2nnnc2SCc2nnc(-c3ccccc3Br)o2)cc1,6,9,-2,10,-2,-2.8,1,2.0,-2,2.8
O=C(NC1CCCCC1)C(c1ccc(F)cc1)N(C(=O)c1csnn1)C1CC1 (centres undefined),25,-9,-13,1,3,-0.8,-6,4.6,7,-1.6
Cc1ccc(/C=N/NC(=O)CNC(=O)COc2ccc(Cl)cc2)o1,8,-4,1,3,-3,-4.2,-1,nt,-2,0.1
COc1cc(/C=N/c2oc(C)c(C)c2C#N)cc(Br)c1O,-6,0,11,20,3,-2.5,?,-1.4,-16,2.4
Cc1c(Cl)c([N+](=O)[O-])nn1CC(=O)NC1CCCCC1,17,-5,-5,12,3,0.8,1,-2.3,9,2.0
CCCSc1ccc([C@H]2N[C@@](Cc3ccccc3)(C(=O)OC)[C@H]3C(=O)N(C)C(=O)[C@@H]23)cc1,nt,10,7,4,0,-4.6,-8,0.3,-6,-0.3
CCC(=O)N1CCc2cc(S(=O)(=O)NC(C(=O)NC(C)c3ccccc3)C(C)C)ccc21 (centres undefined),24,-9,1,-3,-14,-3.5,-5,-2.9,-1,1.1
Cn1ccnc1Sc1nc2c(c(=O)n(C)c(=O)n2C)n1C,13,5,-1,2,-1,-2.5,2,1.0,-3,0.7
Cc1ccc(NC(=O)CSc2nnc(-c3cnccn3)n2Cc2ccco2)cc1C,-6,4,11,2,1,-0.8,1,-3.4,-12,-2.5
CN(C)c1ncnc2c1C(c1ccccc1)C(C)(C)O2 (centres undefined),nt,1,-1,0,-3,-2.8,5,nt,nt,nt
CCCCCc1c(C)nc(NCc2ccccc2)[nH]c1=O,15,4,8,-2,-5,-4.0,10,-2.0,1,1.3
Cc1cc(OCC(=O)NC(Cc2ccc(Cl)cc2)C(=O)O)c2c(C)c(C)c(=O)oc2c1 (centres undefined),12,11,-29,13,60*,-6.9,-2,0.2,-1,3.3
O=C(CSc1ncnc2ccccc12)N1CCCC1,15,-2,4,20,11,-1.2,-4,-1.2,0,0.5
Cc1oc(=O)c(NC(=O)c2cccc(Cl)c2)cc1C(=O)c1ccccc1,23,2,-1,15,-2,1.4,1,-3.5,-11,0.8
CCCCc1ccc(NS(=O)(=O)c2cccc(C(=O)N3CCNC(=O)C3)c2)cc1,nt,-13,1,-2,3,-0.4,nt,nt,nt,nt
O=C(NCc1ccco1)C(c1ccncc1)N(C(=O)Cn1nnc2ccccc21)c1ccccc1 (centres undefined),15,8,8,13,-3,1.4,17,4.5,-2,-2.5
O=C(Nc1ccc(F)cc1)C(Sc1nc2ccccc2[nH]1)c1ccccc1 (centres undefined),-1,7,5,6,4,-5.4,-8,nt,-47,-3.8
CN(C(=O)c1cccc(Nc2ccc(-c3ccc4c(c3)OCCO4)nn2)c1)C1CCCCC1,16,5,3,10,0,-4.2,-6,0.1,-3,-3.0
CNC(=O)N(O)C1N(/N=C/c2c(F)cccc2Cl)C(=S)SC1(C)C (centres undefined),9,14,10,11,0,-3.3,6,-0.3,0,3.1
CC(=NCC1CCCO1)c1c(O)[nH]c(=O)[nH]c1=O (centres undefined),14,5,0,12,0,-0.4,-5,6.1,2,-2.6
CSc1nc2n(n1)C(c1cccs1)C1=C(CCCC1=O)N2 (centres undefined),-1,-17,1,4,11,-5.0,-15,0.7,0,nt
COc1ccc(C(=O)OC(C)C(=O)NCC2CCCCC2)cc1S(=O)(=O)N1CCOCC1 (centres undefined),nt,7,5,3,1,-2.3,6,0.8,-5,0.7

# A second format for part of the listing above:
> CCOC(=O)c1cc(-c2ccccc2)sc1N
  VHR inh abs = 18
  CCHF vOTU inh = 9
  MazF activator = 11
  GDH-TPI counter = 5
  FBA Mtb inh = 2
  FadD28 binding = 0.6
  BoNT F protease = -4
  BioA inh = -0.2
  Rv3671c protease = 1
  Mtb UGM inh = 0.6

> COc1ccc(-c2ccc(C(=O)NCC(C)C)c3occc23)c(C)c1
  VHR inh abs = nt
  CCHF vOTU inh = 16
  MazF activator = nt
  GDH-TPI counter = 10
  FBA Mtb inh = 58*
  FadD28 binding = -15
  BoNT F protease = 4
  BioA inh = 0.1
  Rv3671c protease = nt
  Mtb UGM inh = nt

> Fc1ccccc1CNCc1ccc2c(c1)OCO2
  VHR inh abs = 13
  CCHF vOTU inh = -14
  MazF activator = 1
  GDH-TPI counter = -3
  FBA Mtb inh = 1
  FadD28 binding = -1.4
  BoNT F protease = ?
  BioA inh = -0.9
  Rv3671c protease = -8
  Mtb UGM inh = 0.0

> CC1(C)C2CCC1(CS(=O)(=O)NCCc1c[nH]c3ccccc13)C(=O)C2 (centres undefined)
  VHR inh abs = -8
  CCHF vOTU inh = 5
  MazF activator = 12
  GDH-TPI counter = 5
  FBA Mtb inh = 0
  FadD28 binding = 0.2
  BoNT F protease = 4
  BioA inh = -0.8
  Rv3671c protease = -5
  Mtb UGM inh = 0.8

# Further compounds.
# Fields – VHR inh abs, CCHF vOTU inh, MazF activator, GDH-TPI counter, FBA Mtb inh, FadD28 binding, BoNT F protease, BioA inh, Rv3671c protease, Mtb UGM inh
O=S(=O)(c1cnccc1N1CCN(CCO)CC1)N1CCCC1
 : nt, 4, -9, 7, 1, -2.6, 5, -0.5, nt, nt
Cc1ccccc1C(=O)N1CCC2CC1c1cc(-c3ccc(F)cc3)ccc12 (centres undefined)
 : nt, 5, -6, -7, -3, -4.3, -1, -1.3, nt, nt
COc1ccc([C@@H]2CC=C(C(=O)O)[C@H](c3ccccc3)N2S(=O)(=O)c2ccc(C)cc2)cc1OC
 : nt, -1, 2, 2, -1, -0.3, 1, -0.2, -6, 3.7
O=C(N/N=C/c1cc2c(cc1Br)OCO2)c1cc2ccccc2o1
 : -6, -4, -7, 22, 7, -6.9, 4, -0.1, -9, -2.2
Cc1cc(C(=O)N2CCC2(C)C(=O)Nc2cc(C(C)(C)C)nn2C)nn1C (centres undefined)
 : nt, 7, nt, -1, -1, -1.9, 1, -0.4, nt, nt
